# EBNA-1 inh = blocks EBNA-1 binding to DNA | inhibition, % at 14.8 µM | EBNA-1 DNA binding, fluorescence polarization | AID 1950 | 300,000 tested, 0.34% active; in the data active = inhibition above about 28%
# LYPLA1 inh = LYPLA1 (human) inhibition in PME1 counter-screen; AID 2174; 320,000 tested, 0.16% active; recombinant LYPLA1, FP-Rh probe fluorescence polarization; inhibition, % at 5.9 µM;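 active = inhibition above the mean of all tested compounds plus 3 SD, set per campaign, cut at about 14% in these data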;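 note: inhibitors block serine hydrolase probe labeling of LYPLA1 so polarization falls; 0% = enzyme with DMSO and 100% = wells lacking LYPLA1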
# PAFAH1B3 inh = blocks human PAF acetylhydrolase 1B catalytic subunit 3; inhibition, % at 3.39 µM; Q15102; recombinant PAFAH1B3, FP-rhodamine probe, fluorescence polarization; 340,000 tested, 0.28% active;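 active = inhibition above the screen-wide average of all tested compounds plus 3 SD, cut at about 25% in these data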;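 note: 0% = enzyme with DMSO only and 100% = wells lacking PAFAH1B3 protein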
# Target sequence (Q15102 whole entry, looked up): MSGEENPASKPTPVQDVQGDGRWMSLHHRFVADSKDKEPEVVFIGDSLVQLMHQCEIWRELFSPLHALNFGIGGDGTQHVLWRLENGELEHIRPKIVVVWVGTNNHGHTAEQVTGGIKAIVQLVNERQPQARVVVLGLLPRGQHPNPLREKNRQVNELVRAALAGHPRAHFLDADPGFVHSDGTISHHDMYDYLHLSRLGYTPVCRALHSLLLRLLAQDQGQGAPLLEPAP
# PAFAH1B2 inh = PAFAH1B2 (human) inhibition; P68402; recombinant PAFAH1B2, FP-rhodamine activity probe, fluorescence polarization; inhibition, % at 3.39 µM; 340,000 tested, 1.2% active;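 active = inhibition above the mean of all tested compounds plus 3 SD, cut at about 24% in these data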;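 note: 0% = enzyme with DMSO and 100% = wells lacking PAFAH1B2; many of its hits are not listed in these tables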
# PREPL inhibitor = inhibits the human prolyl oligopeptidase-like enzyme. recombinant PREPL, fluorescence polarization activity-based probe. inhibition, % at 5.96 µM. 320,000 tested, 0.68% active. AID 2751; in the data active = inhibition above about 43%;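 note: 0% = enzyme with DMSO and 100% = wells lacking enzyme; many of its hits are not listed in these tables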
# ZTA DNA inh = counter-screen for EBNA-1 inhibitors: inhibitors of Epstein-Barr virus ZTA | P03206 | ZTA-DNA binding, fluorescence polarization | inhibition, % at 11 µM | 320,000 tested, 0.15% active | AID 2234; in the data active = inhibition above about 33%
# LYPLA2 counter = LYPLA2 (human) inhibition in PME1 counter-screen; O95372; recombinant LYPLA2, FP-Rh probe fluorescence polarization; inhibition, % at 5.9 µM; 320,000 tested, 0.38% active;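 active = inhibition above the screen-wide mean plus 3 SD, limit set per campaign, cut at about 26% in these data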;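 note: 0% = LYPLA2 with DMSO and 100% = wells lacking LYPLA2 enzyme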
# Target sequence (O95372 whole entry, looked up): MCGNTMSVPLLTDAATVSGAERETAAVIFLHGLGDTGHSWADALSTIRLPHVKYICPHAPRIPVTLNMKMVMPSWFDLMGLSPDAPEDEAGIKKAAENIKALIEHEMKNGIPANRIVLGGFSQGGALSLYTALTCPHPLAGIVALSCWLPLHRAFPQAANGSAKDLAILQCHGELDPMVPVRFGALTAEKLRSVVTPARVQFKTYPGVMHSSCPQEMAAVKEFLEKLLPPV
# PAFAH2 inh = inhibitors of human PAFAH2 | recombinant PAFAH2, FP-rhodamine activity probe, fluorescence polarization | inhibition, % at 3.39 µM | 340,000 tested, 0.99% active | AID 492956;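 active = inhibition above the mean over all tested compounds plus 3 SD, cut at about 30% in these data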;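 note: inhibitors block probe labeling of enzyme so polarization drops; 0% = enzyme with DMSO and 100% = wells lacking PAFAH2 protein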
# pPAFAH inh = pPAFAH (human) enzyme inhibition; recombinant pPAFAH, FP-rhodamine probe fluorescence polarization; 330,000 tested, 1.5% active; Q13093; inhibition, % at 3.39 µM;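 active = inhibition above the mean inhibition across the screen plus 3 SD, cut at about 25% in these data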;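 note: inhibitors block binding of the rhodamine activity-based probe so polarization drops; 0% = enzyme with DMSO and 100% = wells lacking pPAFAH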
# Target sequence (Q13093 whole entry, looked up): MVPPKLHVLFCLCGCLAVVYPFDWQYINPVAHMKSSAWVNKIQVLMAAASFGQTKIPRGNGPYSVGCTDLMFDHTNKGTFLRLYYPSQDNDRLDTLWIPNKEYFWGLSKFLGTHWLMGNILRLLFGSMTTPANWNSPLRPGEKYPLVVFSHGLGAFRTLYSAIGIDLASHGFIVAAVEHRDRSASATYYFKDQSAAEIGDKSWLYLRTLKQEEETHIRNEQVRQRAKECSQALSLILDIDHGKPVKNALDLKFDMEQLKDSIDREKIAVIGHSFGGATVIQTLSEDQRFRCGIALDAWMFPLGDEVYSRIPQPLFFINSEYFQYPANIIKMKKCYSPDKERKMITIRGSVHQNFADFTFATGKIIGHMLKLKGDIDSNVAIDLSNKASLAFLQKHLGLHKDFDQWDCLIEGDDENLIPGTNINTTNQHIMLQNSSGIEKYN
# * marks the source's active call; other numbers are inactive results; . = no result given. This is a subset, so the mix of outcomes need not match the whole.
SMILES,EBNA-1 inh,LYPLA1 inh,PAFAH1B3 inh,PAFAH1B2 inh,PREPL inhibitor,ZTA DNA inh,LYPLA2 counter,PAFAH2 inh,pPAFAH inh
Brc1ccc(/C=N/Nc2ccccc2)cc1,4,2,4,1,3,-11,3,8,1
O=C(c1cc(F)ccc1F)C1CCCN(C(=O)c2ccco2)C1 (centres undefined),-8,-1,4,4,2,-18,0,-2,3
COc1ccc(C(CC(=O)N2CCCCC2)NC(=O)C(F)(F)F)cc1 (centres undefined),6,3,-4,-3,-5,-6,0,0,-2
COc1ccc(NC(=O)C2CCC(CNS(=O)(=O)c3cccs3)CC2)cc1 (centres undefined),3,-1,0,9,-6,10,2,4,1
Cc1cccc(N(CC(=O)N/N=C/c2ccccc2C(=O)O)S(C)(=O)=O)c1C,1,2,3,6,-8,-8,2,-1,1
COc1ccc(OC)c(Nc2cc(C)c3ccccc3n2)c1,-13,-1,16,6,17,9,-6,-2,14
CC(=O)c1sccc1NC(=O)c1ccccc1C(=O)O,-4,3,3,-1,16,-11,-1,0,0
COc1ccc(N2CCOCC2)c(NC(=O)c2cccs2)c1,-2,-5,3,-4,8,-11,-1,-7,6
CC(=O)Nc1cc2c(=O)n(Cc3ccccc3)c(C)nc2cc1N1CCOCC1,1,2,1,1,-13,-5,6,-2,5
O=C(N1CCOCC1)N1CCN(c2ccc(F)cc2)CC1,4,0,13,11,2,2,4,3,8
CCc1nc2ccc(C(=O)N(C)CC(=O)Nc3ccc(Cl)c(C(F)(F)F)c3)cc2nc1CC,-13,-16,-4,-7,25,-7,-18,-5,2
COc1ccc(C2CC(c3cccs3)=Nc3ccccc3S2)cc1OC (centres undefined),-11,0,-2,1,1,-2,-5,-4,-2
CCN1CCN(CC(=O)Nc2cc(C(F)(F)F)ccc2OCCOC)CC1,-19,3,0,2,11,-8,-1,-6,-7
O=C1C(Cl)=C(N2CCOCC2)C(=O)N1CCc1ccccc1,4,4,0,6,9,8,11,5,4
O=C(CCNC(=O)c1ccc(Cl)cc1)NCc1cccc(C(F)(F)F)c1,-10,3,3,25*,-8,-28,4,2,19
CC(=O)c1ccc(NC(=O)CN2C(=O)/C(=C/C=C/c3ccccc3)SC2=S)cc1,-15,-23,-11,-10,3,-6,-12,-30,5
CS(=O)(=O)c1cccc(C(=O)N(CCc2ccccc2)Cc2cccs2)c1,-14,-1,9,4,9,2,-2,-2,-4
COCCOC(=O)c1c(C)n(C)c2ccc(OC(=O)c3c(OC)cccc3OC)cc12,-3,-5,4,2,7,7,0,-2,-9
CCn1nnnc1NC(=O)c1cc(OC)c(OC)c(OC)c1,9,-1,2,4,15,-10,4,4,-8
CCOC(=O)c1ccccc1NC(=O)COc1coc(CN2CCc3ccccc32)cc1=O,3,1,10,7,-8,3,4,4,1
Cn1nc(-c2ccccc2)c(CO)c1Oc1cccc(C(F)(F)F)c1,5,0,0,9,11,10,-6,1,5
COC(=O)Cc1ccc(Oc2ncc(C(F)(F)F)cc2Cl)cc1,-4,0,-9,3,4,-14,3,3,3
O=C1CCNc2c(Cl)cc(Cl)cc21,10,-1,-4,5,-5,-6,0,1,-5
COc1ccccc1C(=O)CN1C(=O)NC2(CCCCCC2)C1=O,.,.,6,2,-4,.,.,6,6
CN(CC(=O)Nc1ccccc1N1CCOCC1)S(=O)(=O)c1ccc(F)cc1,0,-3,-1,9,-5,-13,2,-23,-2

# Part of the list above, tab-delimited.
SMILES	EBNA-1 inh	LYPLA1 inh	PAFAH1B3 inh	PAFAH1B2 inh	PREPL inhibitor	ZTA DNA inh	LYPLA2 counter	PAFAH2 inh	pPAFAH inh
COC(=O)Cc1ccc(Oc2ncc(C(F)(F)F)cc2Cl)cc1	-4	0	-9	3	4	-14	3	3	3
O=C1CCNc2c(Cl)cc(Cl)cc21	10	-1	-4	5	-5	-6	0	1	-5
COc1ccccc1C(=O)CN1C(=O)NC2(CCCCCC2)C1=O	.	.	6	2	-4	.	.	6	6

# Additional entries
SMILES,EBNA-1 inh,LYPLA1 inh,PAFAH1B3 inh,PAFAH1B2 inh,PREPL inhibitor,ZTA DNA inh,LYPLA2 counter,PAFAH2 inh,pPAFAH inh
CCN(CC)CCCNC(=O)Cn1nc(-c2ccccc2)ccc1=O,-8,0,5,0,13,0,2,-10,9
O=C(O)C1CC=CCC1C(=O)Nc1ccccc1 (centres undefined),4,0,5,-4,-7,8,-4,4,3
N#Cc1cnn2c(-c3cccc([N+](=O)[O-])c3)ccnc12,.,1,12,12,23,10,-1,-1,-3
CCN(CC)C(=O)CSc1nnc(-c2ccccc2)o1,3,3,5,0,23,8,-2,10,-1
C=CCOC(=O)/C(=C/c1cccnc1)NC(=O)c1ccccc1,3,1,10,-1,12,1,13,4,-3
O=C1c2cc(F)ccc2-n2c1nc1ccccc1c2=O,-1,-1,16,20,-8,-3,-1,25,9
CCN(CC)C(=O)CN(c1cc2c(cc1OC)oc1ccccc12)S(=O)(=O)c1ccc(C)cc1,2,-2,0,-2,7,0,-2,-9,6
CCOC(=O)N1CCC(N2C(=O)c3ccccc3C2Nc2ccc(Cl)cn2)CC1 (centres undefined),-3,2,3,3,34,-16,-1,-3,3
O=S(=O)(c1ccc(Cl)cc1)c1cnc2ccccc2n1,-8,-1,-7,1,7,-8,-3,-6,1
CC(=O)Nc1ccc(NC(=O)C2CCN(C(=O)C3CC(=O)N(c4ccc(C)cc4)C3)CC2)cc1 (centres undefined),7,-1,4,1,4,18,3,3,0
COc1ccc([N+](=O)[O-])cc1/C=N/Nc1nn[nH]n1,5,0,0,1,-4,-4,1,3,2
CC(=O)n1cc([C@H]2C=C(C(=O)NCc3ccccc3)O[C@@H](OCc3ccc(CO)cc3)C2)c2ccccc21,9,-7,-2,-1,-13,-6,-13,13,-3
COc1ccc(-c2nnc(SCC3CCCO3)n2C)cc1 (centres undefined),0,-4,4,2,-5,1,-4,-6,0
Cc1cccc(NC(=O)C2CCCN(S(=O)(=O)c3c(C)nn(C)c3C)C2)c1 (centres undefined),9,3,7,7,6,15,4,0,8
N#Cc1ccc(COc2ccc(CCO)cc2-n2nc3ccccc3n2)cc1,-2,-8,-2,-2,-4,6,-2,-3,2
O=C1CCN(C(=O)Nc2cccc(Cl)c2)N1,1,-2,5,1,8,19,-2,-2,-5
COCCNC(=O)c1cc2ncc(Br)cn2n1,1,-4,2,1,-4,-1,2,0,-6
CSC(=NC#N)N1CCN(C(c2ccccc2)c2ccccc2)CC1,-19,20*,11,7,8,0,21,1,4
CN(Cc1ccco1)S(=O)(=O)c1ccc2c(c1)CCN2C(=O)CCC(=O)O,-11,-4,8,4,-6,0,2,-1,3
CCN(C(=O)CN1CCCCC1C)c1c(N)n(Cc2ccccc2)c(=O)[nH]c1=O (centres undefined),.,1,2,-2,-13,2,0,1,-4
Brc1ccc(-c2nc3ncccn3c2Nc2ccc3c(c2)OCCO3)o1,7,2,7,8,11,7,5,0,8
COc1cc(C#N)ccc1OCC(=O)Nc1ccc(C)c(S(=O)(=O)N2CCOCC2)c1,1,1,0,-3,-2,3,2,-11,3
CCC1CCCCN1CCCNC(=O)C1CCCN(S(=O)(=O)N2CC(C)CC(C)C2)C1 (centres undefined),5,2,0,3,16,-2,0,2,3
CCOc1cc(C2Nc3ccccc3C(=O)N2c2ccccc2)c(Br)cc1OCC(=O)O (centres undefined),2,-5,5,7,-2,-5,-3,0,-3
Cc1cccc(C(=O)Nc2cccc(C(=O)N3CCOCC3)c2)c1,2,0,-1,2,-1,3,-2,1,1

# Exported tab-delimited: three of the compounds above
Compound	EBNA-1 inh	LYPLA1 inh	PAFAH1B3 inh	PAFAH1B2 inh	PREPL inhibitor	ZTA DNA inh	LYPLA2 counter	PAFAH2 inh	pPAFAH inh
CCN(CC)CCCNC(=O)Cn1nc(-c2ccccc2)ccc1=O	-8	0	5	0	13	0	2	-10	9
O=C(O)C1CC=CCC1C(=O)Nc1ccccc1 (centres undefined)	4	0	5	-4	-7	8	-4	4	3
N#Cc1cnn2c(-c3cccc([N+](=O)[O-])c3)ccnc12	.	1	12	12	23	10	-1	-1	-3

# Next part
SMILES,EBNA-1 inh,LYPLA1 inh,PAFAH1B3 inh,PAFAH1B2 inh,PREPL inhibitor,ZTA DNA inh,LYPLA2 counter,PAFAH2 inh,pPAFAH inh
CC(C)C1Nc2ccc(S(=O)(=O)N3CCOCC3)cc2NC1=O (centres undefined),8,1,-2,0,2,-3,0,5,3
O=C1CN(C(=O)COc2ccccc2)c2ccccc2N1,-7,-1,6,6,-2,-10,6,-5,4
CC(C)(C)OC(=O)N1CCC(c2c(C(=O)N3CCN(C(=O)c4ccco4)CC3)cnn2-c2ccc(F)cc2F)CC1,-8,-1,2,-3,3,3,1,8,-1
CN(C)c1cc[n+](CC(=O)Nc2ccc([N+](=O)[O-])cc2Cl)cc1,3,0,3,7,36,2,1,0,4
Cn1c(Cc2cccs2)nnc1SCc1nc2ccccc2[nH]1,3,-2,10,0,8,-9,-3,0,-7
O=C1OCCC1Sc1nnc(-c2cccnc2)n1-c1ccccc1F (centres undefined),6,1,.,.,-1,11,4,.,4
Cc1ccc(CN2C(=O)[C@H]3Cc4c([nH]c5ccccc45)C(C)(C)N3C2=O)cc1,7,-2,11,12,6,-7,-4,0,-1
Cc1cc(C)cc(OCc2ccc(C(=O)NC3CCOC3=O)o2)c1 (centres undefined),-16,1,5,6,-9,-16,7,3,-2
CCOc1cc(/C=C/C(=O)OCC(=O)NCCN2C(=O)CSC2=O)ccc1OCC(C)C,.,-4,6,3,2,-14,1,1,4
Cn1c(=O)oc2cc(S(=O)(=O)CCC(=O)N3CCN(c4ccccc4)CC3)ccc21,-6,0,4,1,-5,-12,-5,6,-3
CCn1cc(C(=O)O)c(=O)c2cnc(N3CCN(C(=S)Nc4ccccc4Cl)CC3)nc21,-3,-2,6,4,5,12,3,6,-6
Nc1ccccc1N1CCN(C(=O)c2ccccc2)CC1,-9,-6,1,4,19,-16,3,3,4
CCC1C(=O)NCCN1C(=O)CCc1nnc(CCc2ccc(OC)cc2)o1 (centres undefined),7,4,6,2,10,1,4,-3,2
CS(=O)(=O)N(CC(=O)NC1CC1)c1cccc(F)c1,-1,2,8,-2,7,-3,0,-6,-1
NC(N)=N/N=C/c1cccc([N+](=O)[O-])c1O,11,-2,7,0,-6,12,-1,5,2
COC(=O)C(C(=O)OC)=C(/C=C/N(C)C)N(C)C,6,5,4,3,2,-10,9,3,1
CC1CCN(C(=O)Cn2cc(S(=O)(=O)CC(=O)N3CCOCC3)c3ccccc32)CC1,8,-6,9,2,-1,-4,-8,-2,1
Cc1ccc(S(=O)(=O)/N=C(/c2ccc(F)cc2)N2CCCCC2)cc1,6,-1,2,0,-1,1,-2,0,-1
COc1ccc(C(=O)COC(=O)c2ccc3c(c2)OCO3)c(OC)c1,.,0,6,-1,9,-5,13,-3,6
CCC(C(=O)NCC1CCCO1)N(C(=O)CNS(=O)(=O)c1ccccc1)c1ccc(F)cc1 (centres undefined),-1,-6,8,4,5,8,-7,7,6
COc1ccc(CNC(=O)C2CCN(S(=O)(=O)N3CCC4(CC3)OCCO4)CC2)c(OC)c1,-3,0,-1,1,12,-8,-8,-9,-8
CCOc1cc(/C=N\O)cc(Cl)c1OCC,-6,1,-6,7,5,-3,-5,10,-10
CCc1nnc(NS(=O)(=O)c2ccc(N=Cc3c(C)[nH]n(-c4ccc(Cl)cc4)c3=O)cc2)s1,12,-2,1,5,-2,-7,4,3,6
O=C(O)c1cn(Cc2ccccc2)c2ccccc2c1=O,-4,-5,7,2,4,2,-4,-2,8
Cn1cnc2c1c(=O)n(Cc1ccccc1)c(=O)n2C,5,1,-12,4,-2,5,-2,0,-1
N/C(=N\OC(=O)CCn1cccc(C(F)(F)F)c1=O)c1ccc(Cl)cc1,5,-1,-1,8,5,6,-1,6,-1
Cc1ccc(C)c(N(CC(=O)NCC2CCCO2)C(=O)CCC(=O)Nc2nccs2)c1 (centres undefined),14,2,-9,3,1,5,-3,-7,1
CN(C)C(=O)CSc1n[nH]c(=O)n1CCc1ccccc1,-3,5,1,2,-4,-15,2,-2,0
